PP5 primary: PP5 phosphatase inhibitors, primary screen, biochemical, fluorescence; Serine/threonine-protein phosphatase 5 (Homo sapiens), P53041; purified PP5c, OMFP substrate fluorescence; inhibition, % at 6.7 µM; actives 0.18% (n = 320,000); AID 1987, 2009;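 active means inhibition above the campaign's mean inhibition across all tested compounds plus 3 SD, cut at about 9.5% in these data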;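 further: 0% = DMSO only and 100% = 100 µM cantharidin control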
LYPLA2 counter: LYPLA2 inhibitors, primary screen, counter-screen for PME1 inhibitor project, biochemical, fluorescence polarization, FP-Rh probe ABPP | Acyl-protein thioesterase 2 (Homo sapiens), O95372 | recombinant LYPLA2 | inhibition, % at 5.9 µM | actives 0.38% (n = 320,000) | AID 2177, 2009;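 active means inhibition above the screen-wide mean plus 3 SD, limit set per campaign, cut at about 26% in these data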;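 further: 0% = LYPLA2 with DMSO and 100% = wells lacking LYPLA2 enzyme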
Target sequence (O95372 whole entry, looked up): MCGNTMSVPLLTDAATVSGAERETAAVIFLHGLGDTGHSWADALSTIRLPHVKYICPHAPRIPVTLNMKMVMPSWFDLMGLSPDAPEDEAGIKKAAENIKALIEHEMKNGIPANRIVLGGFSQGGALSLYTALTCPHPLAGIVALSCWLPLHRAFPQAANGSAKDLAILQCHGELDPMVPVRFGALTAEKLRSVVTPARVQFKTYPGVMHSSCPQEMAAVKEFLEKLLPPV
GASC-1 inh: inhibitors of GASC-1 histone demethylase, primary screen, biochemical, fluorescence, DELFIA europium; GST-JMJD2C(1-420) H3K9me3 demethylation; inhibition, % at 2.35 µM; actives 0.069% (n = 330,000); AID 2099, 2009;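 active means more than half of a compound's replicate wells show inhibition beyond 50%, single wells judged on their own value; inconclusive means some, but no more than half, of replicates pass 50% inhibition; inactive means no replicate passes 50% inhibition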;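 further: signal counts dimethyl H3K9 product captured on neutravidin plate; 0% = median of DMSO wells and 100% = 0.3 times that DMSO median; strong numbers were not always called active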
Target sequence (Q9H3R0 1-420 limits assumed): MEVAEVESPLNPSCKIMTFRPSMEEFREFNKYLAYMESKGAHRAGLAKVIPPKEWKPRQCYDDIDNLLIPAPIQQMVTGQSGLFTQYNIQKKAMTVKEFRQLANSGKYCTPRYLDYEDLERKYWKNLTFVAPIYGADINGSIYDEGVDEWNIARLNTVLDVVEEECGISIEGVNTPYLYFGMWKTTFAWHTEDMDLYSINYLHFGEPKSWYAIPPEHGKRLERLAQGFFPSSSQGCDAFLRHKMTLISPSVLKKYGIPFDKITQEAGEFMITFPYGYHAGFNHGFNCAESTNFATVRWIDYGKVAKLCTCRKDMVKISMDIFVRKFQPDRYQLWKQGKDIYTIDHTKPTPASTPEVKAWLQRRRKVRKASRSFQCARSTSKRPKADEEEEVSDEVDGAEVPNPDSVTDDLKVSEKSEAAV
PREPL inhibitor: PREPL enzyme inhibitors, primary screen, biochemical, fluorescence polarization; recombinant PREPL, fluorescence polarization activity-based probe; Prolyl endopeptidase-like (Homo sapiens), Q4J6C6; actives 0.68% (n = 320,000); inhibition, % at 5.96 µM; in the data active means inhibition above about 43%;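 further: 0% = enzyme with DMSO and 100% = wells lacking enzyme; many of its hits are not listed in these tables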
PP1 counter: PP1-alpha phosphatase inhibitors, primary screen, counter-screen for PP5 inhibitor project, biochemical, fluorescence, OMFP substrate, single point; Serine/threonine-protein phosphatase PP1-alpha catalytic subunit (Homo sapiens), P62136; purified PP1alpha; inhibition, % at 6.7 µM; actives 0.9% (n = 320,000); AID 2235, 2010;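 active means inhibition above the mean inhibition of all tested compounds plus 3 SD, computed separately for each screening campaign, cut at about 15% in these data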
Target sequence (P62136 whole entry, looked up): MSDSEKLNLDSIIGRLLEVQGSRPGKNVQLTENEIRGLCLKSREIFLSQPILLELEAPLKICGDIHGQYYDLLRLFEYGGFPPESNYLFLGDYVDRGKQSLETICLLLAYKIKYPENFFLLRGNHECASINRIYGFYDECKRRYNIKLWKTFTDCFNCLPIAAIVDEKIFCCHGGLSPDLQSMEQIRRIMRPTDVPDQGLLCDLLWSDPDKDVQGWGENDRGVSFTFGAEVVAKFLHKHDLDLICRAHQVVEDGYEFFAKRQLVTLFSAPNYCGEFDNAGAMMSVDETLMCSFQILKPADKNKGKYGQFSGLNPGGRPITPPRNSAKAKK
Efflux pump inh: inhibitors of Candida efflux pumps in yeast, primary screen, S. cerevisiae, Nile Red, multiplex; S. cerevisiae Candida pump triplex; inhibition, % at 10 µM; actives 0.44% (n = 330,000); AID 485275, 2010;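 active means plate passing quality check with inhibition over a set limit, or well fluorescence over plate mean plus 4 SD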;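 further: Nile Red retained in pooled yeast measured as flow cytometry median fluorescence; 0% = buffer negative control and 100% = Enniatin B positive control; higher means more Nile Red kept so more efflux inhibition; some compounds called inactive have numbers as strong as hits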
TPT1 inhibitor: Candida albicans TPT1 enzyme inhibitors, primary screen, biochemical, fluorescence polarization. AID 1962, 2009. recombinant caTPT1, FP RNA substrate dephosphorylation. actives 0.81% (n = 300,000). inhibition, % at 5 µM;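 active means inhibition above the mean of all tested compounds plus 3 SD, set per screening campaign, cut at about 24% in these data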;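 further: plate controls were DMSO alone for no effect and ferristatin control at 100 nM for full effect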
CTSL1 counter: Fasciola hepatica cathepsin L1 inhibitors, primary screen, counter-screen for PFM18AAP inhibitor project, biochemical, QFRET, fluorogenic peptide substrate; recombinant F. hepatica cathepsin L1, Z-Leu-Arg-MCA fluorescence; inhibition, % at 5.96 µM; actives 0.49% (n = 300,000); AID 1906, 2009;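 active means inhibition above the mean of all tested compounds plus 3 SD, set per screening campaign, cut at about 17% in these data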;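 further: 0% = plate median of test compound wells and 100% = 1 µM Z-Phe-Ala-diazomethylketone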
HCV core dimer: inhibitors of HCV core protein dimerization, primary screen, biochemical, TR-FRET, high-throughput; inhibition, % at 5 µM; actives 0.33% (n = 300,000); TR-FRET GST/Flag-core106 dimerization, 1536-well; AID 1899, 2009;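 active means inhibition above the mean of all tested compounds plus 3 SD, set per screening campaign, cut at about 45% in these data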
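test system = GST/Flag-tagged HCV core106 proteins | probe or stimulus = Eu donor and XL665 acceptor anti-tag antibodies | times = compound-protein-antibody incubation 4 h at 22.5 °C | signal = TR-FRET, excitation 340 nm, emission 617 and 671 nm | measure = percent inhibition of core106 dimerization signal | controls = wells lacking GST-core106 and wells with excess unlabelled core106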
* marks the source's active call; other numbers are inactive results; ? = inconclusive; . = no result given. Only part of the results is shown; the hit share may differ from the screen's.

SMILES	PP5 primary	LYPLA2 counter	GASC-1 inh	PREPL inhibitor	PP1 counter	Efflux pump inh	TPT1 inhibitor	CTSL1 counter	HCV core dimer
COc1cccc(CN2CC(C(=O)NCCc3ccc(C)s3)CCC2=O)c1 (stereo not given)	2.9	-1	7	4	-3	0.1	-1	-4	3
O=C(NCc1ccc(F)cc1)c1cc(C(=O)C2CC2)c[nH]1	0.4	-3	-1	-4	-3	0.1	0	-2	11
CC(C)(C)c1ccc(OCC(=O)OCCNC(=O)c2cccnc2)cc1	0.7	1	-7	-6	1	-0.1	-5	0	-9
O=C(CCNS(=O)(=O)c1cccs1)Nc1ccccc1F	0.8	-3	-2	-7	-7	0.1	1	1	-13
Cc1cc(C)n(CC2CC(=O)N(c3cc(Cl)cc(Cl)c3)C2=O)n1 (stereo not given)	-0.2	2	-3	6	-1	-7.4	-2	0	-2
COc1cc(C(=O)NCC(=O)OCC(=O)c2cccc3ccccc23)cc(OC)c1OC	1.2	0	-16	11	5	-0.6	3	-11	44
Cc1nc(SCc2ccc(Cl)c(Cl)c2)ncc1C(=O)O	2.8	-4	-21	-5	1	-0.2	-6	2	5
COc1ccc(C(=O)NN2CC(O)=C(c3nc4ccccc4n3C)C2=N)cc1OC	-0.4	9	7	11	-3	-0.1	-4	2	-4
O=C(Cn1ccc(C(F)(F)F)n1)N/N=C/c1ccc(N2CCOCC2)cc1	0.1	3	-6	3	-2	-0.2	-2	5	-5
N=C1C(c2ccccc2)=C(O)C2CCc3ccccc3N12 (stereo not given)	-1.1	-4	-2	14	1	0.1	-1	0	-3
CC(=O)N1N=C(c2ccncc2)CC1c1ccccc1O (stereo not given)	2.6	7	-1	7	0	0.9	-4	1	2
CCc1cc(=O)[nH]c(SCC(=O)N2CCOCC2)n1	1.1	8	-5	7	-1	0.1	-2	3	2
CCN1CCC(n2nccc2NC(=O)c2ccccc2Cl)CC1	0.0	9	-3	5	-3	0.5	-3	-3	1
COc1cccc(CNC(=O)CCCCCn2c(=S)[nH]c3ccc(N4CCOCC4)cc3c2=O)c1	1.8	-3	-18	10	-2	0.3	1	4	-13
O=C(CSc1nnc(-c2ccccc2)o1)N1CCN(c2ccccc2)CC1	1.6	-3	-18	-27	-14	0.8*	1	-5	3
COC(=O)[C@@]1(Cc2ccc(F)cc2)[C@@H]2[C@@H](CC(=O)[C@H]2CC(=O)C(=O)N(C)C)CN1C(=O)c1ccccc1	2.1	5	-23	12	1	-0.1	-7	1	-23
COc1ccc(OCC(=O)Nc2ccc(NC(=O)c3ccco3)cc2)cc1	1.9	2	-8	1	-1	-0.2	3	0	-5
O=C(CCC(=O)OCC(=O)c1ccc(-c2ccccc2)cc1)Nc1cccc2cccnc12	5.6	-4	3	-11	0	0.2	-2	-20	0
CCn1c(SCC(=O)Nc2c(C)n(C)n(-c3ccccc3)c2=O)nc2c1c(=O)n(C)c(=O)n2C	-5.6	-4	-23	2	-5	-0.1	-2	5	-3
NC(=O)CCc1c[nH]c2ccccc12	1.8	1	-1	-9	-3	-0.1	-5	0	-6
CCN(CC(=O)Nc1c(F)cccc1F)C(=O)CCSc1ccc(F)cc1	-1.2	4	-4	2	-4	-0.1	0	-10	4
COCCN(C(=O)CSc1nncn1-c1ccccc1)c1c(N)n(Cc2ccccc2)c(=O)[nH]c1=O	1.0	4	8	8	0	5.0	-2	-1	-7
Cc1ccc(C(=O)CCC(=O)Nc2ccc(Cl)c(S(=O)(=O)Nc3cccc(Cl)c3)c2)cc1	3.9	-5	17	-3	0	0.2	-1	-5	22
Cc1cccn2c(=O)c(/C=N/O)c(N3CCOCC3)nc12	4.3	-3	-6	5	-1	0.6	2	1	-8
CC(NC(=S)NCCCN1CCOCC1)C12CC3CC(CC(C3)C1)C2 (stereo not given)	-0.8	3	.	-12	-6	0.0	-3	-3	2
O=C(Nc1ccc(S(=O)(=O)N2CCCCC2)cc1)C1CCCO1 (stereo not given)	1.5	-4	-4	-2	-1	0.0	-2	0	2
O=C(NCCc1c[nH]c2ccccc12)C(=O)c1c[nH]c2ccccc12	1.9	1	-15	-24	-2	0.0	-4	3	-4
CC(C)(C)NC(=O)NC(=O)CN1CCN(c2ccc(O)cc2)CC1	-1.8	4	-12	5	2	-0.1	-3	0	-1
COc1ccccc1C1c2[nH]c3ccccc3c2C[C@H]2C(=O)N(C3CCN(Cc4ccccc4)CC3)CC(=O)N12 (stereo not given in full)	6.9	-2	3	23	8	-0.2	3	-2	11
CCOC(=O)C1=C(COC(=O)CCOc2cccc(C)c2)NC(=O)NC1C (stereo not given)	2.1	0	-6	-6	-6	0.1	2	-27	-2
CCN(CC)S(=O)(=O)c1ccc(C(=O)OC2CCCCC2CN(C)C)cc1 (stereo not given)	1.3	-2	-17	2	1	0.0	-1	-6	7
Cc1ccc(-c2n[nH]c(=S)n2/N=C/c2ccc(C(=O)O)cc2)cc1	1.2	-3	-3	1	0	-0.2	-3	0	8
CNC(=O)C(=O)N1CCC2(CC1)OCCN2S(=O)(=O)c1ccc(C)cc1	2.7	-7	92	-5	0	0.0	-2	0	1
CCCC(c1nnnn1CS(=O)(=O)c1ccc(C)cc1)N1CCN(CC)CC1 (stereo not given)	-0.5	-6	2	6	-3	0.9	0	3	-11
COc1ccc(C[C@H](C)NC[C@@H](O)c2ccc(O)c(NC=O)c2)cc1	-2.5	9	0	6	-2	-0.1	1	2	9
COc1ccccc1NC(=O)NCC(=O)Nc1c(C)cccc1C	1.1	4	-5	32	0	-0.1	-3	0	0

An excerpt from above in order of molecular weight, smallest number first.
SMILES	PP5 primary	LYPLA2 counter	GASC-1 inh	PREPL inhibitor	PP1 counter	Efflux pump inh	TPT1 inhibitor	CTSL1 counter	HCV core dimer
COc1ccccc1NC(=O)NCC(=O)Nc1c(C)cccc1C	1.1	4	-5	32	0	-0.1	-3	0	0
O=C(Nc1ccc(S(=O)(=O)N2CCCCC2)cc1)C1CCCO1 (stereo not given)	1.5	-4	-4	-2	-1	0.0	-2	0	2
CNC(=O)C(=O)N1CCC2(CC1)OCCN2S(=O)(=O)c1ccc(C)cc1	2.7	-7	92	-5	0	0.0	-2	0	1

Additional results:
SMILES	PP5 primary	LYPLA2 counter	GASC-1 inh	PREPL inhibitor	PP1 counter	Efflux pump inh	TPT1 inhibitor	CTSL1 counter	HCV core dimer
COC(C(=O)N/N=C(\C)c1ccc(O)cc1)c1ccccc1 (stereo not given)	0.3	2	0	-6	-1	-0.1	-3	-2	-1
COCc1ccc(-c2c(-c3cccc(OC)c3)sc3ccc(OC)cc23)cc1	3.1	-5	-2	1	1	-0.3	.	.	.
COc1ccc(C(=O)NCCS(=O)(=O)N(C)C2CCCCC2)cc1	0.7	0	-6	-5	-1	0.0	-4	3	-5
CCOc1ccc(N2C(=O)CC(NCCNc3ccc([N+](=O)[O-])cn3)C2=O)cc1 (stereo not given)	4.6	6	1	0	1	-0.2	-2	2	-13
CC(Oc1cc2oc(=O)c3c(c2cc1Cl)CCCC3)C(=O)NCCN1CCOCC1 (stereo not given)	1.1	1	?	17	-6	0.3	3	1	-4
COc1ccc(Cc2c(C)nc(N)nc2Cl)cc1	0.0	5	-1	-6	1	0.1	0	-1	2
C#CCOCCOCCOCCNc1nc(N2CCN(C(=O)Cn3cc(CC(C)O)nn3)CC2)nc(N2CCN(C(=O)Cn3cc(CC(C)O)nn3)CC2)n1 (stereo not given)	4.4	-2	-2	-4	2	0.1	0	-10	-9
Cc1cc(Cl)ccc1C(=O)C1CCCN(C(=O)c2cscn2)C1 (stereo not given)	0.6	3	-6	-4	-1	0.2	1	-3	0
Clc1nc(-c2ccccc2)cc(-c2ccc(Br)cc2)n1	1.9	2	-2	13	-4	-0.1	0	2	24
CCCCCCn1c(CN2CCCCC2)nc2c1c(=O)n(C)c(=O)n2C	-1.0	9	16	-18	-5	0.0	2	4	3
Cc1cc2c(C)c(C)c(=O)[nH]c2cc1N	0.3	1	-1	28	3	-0.2	1	2	4
CCn1c(Cc2ccccc2)nnc1SCc1ccc([N+](=O)[O-])cc1	1.7	6	1	12	-4	1.0	-3	-1	2
COc1ccc(C(=O)CSc2nc(SC)ns2)cc1OC	1.7	24	1	-4	-2	0.0	1	-4	-9
COC(CSc1ncnc2c1oc1nc3c(cc12)COC(C)(C)C3)OC	1.3	1	1	-2	-2	0.1	2	3	3
Cc1ccccc1Oc1cc(-n2ncc(Cl)c(Cl)c2=O)ncn1	0.0	-5	5	5	13	0.0	4	3	-20
COC(=O)c1c(-c2cccs2)csc1NC(=O)CSc1ncnc2sc(C)c(C)c12	-2.5	-5	1	5	4	0.1	-2	0	0
Cc1nc(SCC(=O)N2CCN(C(=O)c3ccco3)CC2)c2c(C)c(C)sc2n1	-0.4	-7	6	14	-3	-0.1	-2	0	6
CCNS(=O)(=O)c1ccc(CCC(=O)NCc2ccccc2)cc1	-1.1	-3	-3	5	-2	-0.1	-3	5	2
Cc1ccc(CN2CC(C(=O)N3CCN(S(=O)(=O)c4ccc(C)cc4C)CC3)CC2=O)cc1 (stereo not given)	2.2	4	4	5	-3	-0.2	.	.	.
Cc1ccc(S(=O)(=O)N(C)C)cc1NC(=O)COC(=O)/C=C/c1ccc2c(c1)OCO2	0.8	-2	40	4	9	0.2	2	-3	2
CN(C)S(=O)(=O)N1CCC(Oc2ccc(C(=O)N3C[C@@H]4CCC[C@H]3C4)cc2)CC1	3.2	10	-5	13	1	-2.8	0	0	-17
O=C(N/N=C/c1ccccn1)c1cccc(S(=O)(=O)Nc2ccccc2Cl)c1	2.0	-6	5	-2	4	0.0	0	1	8
CCC1Oc2ccc(C)cc2N(CC(=O)NCCCN2CCOCC2)C1=O (stereo not given)	1.6	-2	-1	0	-4	-0.2	-1	-2	-1
CSc1ccc(NC(=O)CSc2nc3[nH]c(=O)cc(O)c3s2)cc1	1.7	-15	2	18	8	-0.2	.	.	.
CCOc1ncccc1C(=O)Nc1ccc2nc(C)sc2c1	1.1	-1	16	-6	2	-0.2	-1	-6	6
C/C=C/C(=O)N1CC2(CC(c3cccc(NC(=O)CC)c3)=NO2)C[C@H]1C(N)=O (stereo not given in full)	-8.0	0	-6	-1	-4	-0.1	4	6	-13
Cc1ccc(S(=O)(=O)N2CCC(C(=O)C3C(=O)CCCC3=O)CC2)cc1	-0.4	-6	1	-6	-3	-0.1	0	1	-1
O=C1SC(Cc2ccccc2)C(=O)N1c1ccccc1 (stereo not given)	2.0	-6	-8	8	4	0.2	-3	-3	3
O=C(COc1ccc(Cl)cc1)OCC(=O)c1ccc[nH]1	5.3	2	5	20	-2	0.2	.	.	.
COc1ccc(-c2ccc(Nc3ccc(C(=O)N4CCOCC4)cc3)nn2)cc1OC	3.5	-3	-5	14	0	0.2	1	3	-2

Assay outcomes from PubChem BioAssay.
